Screening data as filed in PubChem.
XIAP displacement – XIAP antagonists, biochemical, IAP family, fluorescence polarization (AID 1018) | displacement, % at 20 µM; hits with a dose series show IC50 in µM | XIAP BIR domain, fluorescence polarization peptide displacement; higher % means a stronger effect | 200,000 compounds, 0.007% hits; in the data active = displacement above about 50%; note: a part of the inactive calls stands beside numbers as strong as those of hits
RSV CPE inhibition – RSV antiviral activity via CPE protection, HEp-2 cells, primary 10 µM value included (AID 2391). CPE inhibition, % at 10 µM; hits with a dose series show IC50 in µM. 310,000 compounds, 0.13% hits. HEp-2 cells, RSV-induced CPE inhibition; higher % means a stronger effect; in the data active = a potency from the dose series; inconclusive = CPE inhibition mostly from about 23% at the one dose, without a potency; inactive = the rest, 99 in 100 with CPE inhibition below about 21%; note: strong numbers were not always called active
SV40 large T antigen – SV40 large T antigen inhibitors, biochemical (AID 1903); inhibition, % at 20 µM; hits with a dose series show IC50 in µM; 310,000 compounds, 0.39% hits; SV40 large T antigen ATPase/helicase inhibition assay; higher % means a stronger effect; in the data active = a potency from the dose series; inconclusive = inhibition mostly from about 32% at the one dose, without a potency; inactive = the rest, 99 in 100 with inhibition below about 32%; note: strong numbers were not always called active
West Nile virus CPE – inhibition of WNV-induced cytopathic effect – cell-based, CPE readout (AID 1621); one-dose CPE inhibition, % at 10 µM; IC50 in µM for titrated hits; West Nile virus-infected cells, CPE inhibition; higher % means a stronger effect; 290,000 compounds, 0.02% hits; in the data active = a potency from the dose series; inconclusive = CPE inhibition mostly from about 3.7% at the one dose, without a potency; inactive = the rest, 99 in 100 with CPE inhibition below about 2.2%; note: strong numbers were not always called active
NS5 inhibitors – flavivirus cap methylation enzyme inhibition – biochemical, confirmation dose response, primary screen (AID 588689); Dengue-2 NS5 methyltransferase capping enzyme assay, biochemical; higher % means a stronger effect; 340,000 compounds, 0.3% hits; inhibition, % at 25 µM; hits with a dose series show IC50 in µM; in the data active = a potency from the dose series; inconclusive = inhibition above about 29% without an active follow-up result
WT yeast gro inh – growth inhibition of WT yeast, mitochondrial fusion screen | mitochondrial fusion phenotypic screen, WT strain | inhibition, % at 10 µM | 190,000 compounds, 2.1% hits | AID 1362; in the data active = inhibition above about 58%; tested in S. cerevisiae
CSM14.1 death rescue – rescue of cells from ER stress-induced death, primary screen, 384-well, CSM14.1, thapsigargin, ATP luminescence (AID 1222); CSM14.1 thapsigargin-induced death rescue, ATP luminescence; higher % means a stronger effect; cellular ATP content (survival), % at 20 µM, or EC50 in µM where a hit was titrated; 190,000 tested, under 10 active;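 active = EC50 below 50 µM in the dose-response confirmation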;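 note: death triggered by thapsigargin at about 15 µM added after 2 h compound pretreatment; cell ATP read after overnight thapsigargin exposure of roughly 18 to 22 hours; normalized against plate controls of thapsigargin alone and 5% DMSO vehicle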
K1F lysis inhibition – protection from phage-mediated lysis, alamar blue read-out – E. coli UTI89, K1F phage, bacterial capsule biogenesis inhibitors (AID 488966); E. coli UTI89 K1F phage lysis, alamar blue, 2 h; higher % means a stronger effect; inhibition, % at 100 µM, or IC50 in µM where a hit was titrated; 340,000 compounds, 0.02% hits;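 active = phage lysis inhibition, versus mean bacterial control, above a set limit; inconclusive = no clear call, values can overlap the other calls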;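 note: capsule biogenesis inhibitors block K1F phage lysis so surviving cells raise fluorescence; higher fluorescence means more inhibition of phage lysis; actives were called in the ten point dose series up to 300 µM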
Yfh1-depleted yeast – enhancers of respiration in Yfh1-depleted yeast, dose response, Friedreich's ataxia, plus single-dose screen (AID 1465). S. cerevisiae Yfh1-off respiration, WST-1 reduction, 72 h; higher fold induction means a stronger effect. fold induction at 50 µM, or EC50 in µM where a hit was titrated. 220,000 compounds, 0.074% hits;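 active = fold induction of absorbance versus untreated yeast above a set limit, then at least 30% activation at any dose in follow-up; inconclusive = repeats straddling the limit, or above it without dose testing; inactive = fold induction below the set limit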;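 note: activators that raise dye reduction in frataxin-depleted yeast; strong numbers were not always called active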
WT yeast gro inh mutant strain – recorded beside WT yeast gro inh, whose call it bears; inhibition, %; mitochondrial fusion phenotypic screen, mutant strain inhibition
* = called active by the depositor; i = inactive; ? = inconclusive; . = not tested or not shown; [ ] = dose if it differs, or a comment.

SMILES | XIAP displacement | RSV CPE inhibition | SV40 large T antigen | West Nile virus CPE | NS5 inhibitors | WT yeast gro inh | WT yeast gro inh mutant strain | CSM14.1 death rescue | K1F lysis inhibition | Yfh1-depleted yeast
Cc1cc(NC(=O)CSc2nnc(COc3ccccc3)n2Cc2ccco2)no1 | -5.4% | 0.1% | 4% | -0.7% | -1% | -10 | 4 | 0.6% | 0.2% | i
COCCn1c(SCC(=O)N2CCCC2=O)nc2sc(C)c(C)c2c1=O | . | -1.4% | 9% | . | -7% | . | . | . | 2.0%[50 µM] | .
Cc1cc(C)c(C)c(OCC(=O)N2CCCCCC2)c1 | -2.5% | 2.4% | -5% | 0.6% | -12% | 5 | -13 | 1.1% | 2.2% | i
Cc1ccc(-c2[nH]nc3c2C(C)C(C#N)=C(N)O3)cc1 (stereo unspecified) | -7.5% | 0.7% | ? | -0.6% | -6% | 16 | 5 | -1.9% | 2.6% | i
CCOC(=O)/C(=C/c1ccc(N2CCC(c3ccccc3)=N2)cc1)C(C)=O | -43% | . | 18% | -0.4% | ? | 78* | 6.0* | -3.9% | 0.1% | i
N#Cc1ccc(OCC(O)CN2CCN(C(c3ccccc3)c3ccccc3)CC2)cc1 (stereo unspecified) | . | -0.7% | 8% | 0.1% | 1% | . | . | . | -0.1% | .
Cn1nc(C(C)(C)C)cc1C(=O)NCc1cc(F)cc2c1OCOC2 | . | 1.5% | 2% | -1.0% | -2% | . | . | . | -0.5% | i
Cc1cccc(/C=C/C(=O)c2cc(Br)ccc(=O)c2O)c1 | -4.8% | -4.3% | 11% | 0.9% | 39% | 3 | 5 | 3.4% | -1.0% | i
Cc1ccc(NC(=O)CSc2nnc(-c3cc(C)on3)o2)cc1 | . | 1.2% | 9% | -0.5% | -3% | . | . | . | 0.5% | .
CCc1ccccc1NC(=S)N(CCN1CCCCCC1)Cc1ccco1 | -2.2% | -1.6% | 5% | -1.8% | -1% | -9 | 22 | -0.4% | 0.3% | i
CC(=O)NC1C(Oc2ccccc2C)OC2COC(c3ccco3)OC2C1O (stereo unspecified) | 2.1% | 1.2% | 2% | 0.1% | -2% | -7 | 0 | -2.1% | 2.6%[50 µM] | i
COCCn1c(CCC(=O)O)nc2c1c(=O)[nH]c(=O)n2CC(C)C | -4.2% | 1.6% | 30% | 0.6% | 5% | -14 | -5 | -2.0% | 0.0% | i
COc1ccc(NC(C)=O)c(C)c1 | -5.7% | 1.6% | 7% | 1.4% | -4% | 2 | 3 | -0.5% | -0.3% | i
COC(=O)c1cccc(NC(=O)CSc2nnc(COc3cccc(C)c3)n2C)c1 | 2.3% | 0.7% | 5% | 0.0% | -6% | -1 | -4 | -1.3% | 0.0% | i
Clc1ccc(-c2cnc3n2CCC3)cc1 | -5.6% | 4.4% | 12% | -0.6% | -1% | 1 | 8 | -1.2% | -0.1% | i
CC1(C)CC(=O)C=C(Nc2ccc(Cl)c(Br)c2)C1 | . | 12% | 7% | -1.8% | -3% | . | . | . | 0.5% | .
COc1ccc(S(=O)(=O)N/N=C(/C)c2ccncc2)cc1 | . | 1.4% | 15% | -0.4% | -4% | . | . | . | 0.3% | .
COCCn1cnc2c1c(=O)[nH]c(=O)n2Cc1ccccc1 | . | 1.1% | 12% | -0.7% | -7% | . | . | . | 0.1% | .
O=C(CSCc1ccc(Cl)cc1)Nc1nccs1 | -5.5% | 0.6% | 6% | 0.6% | 1% | 12 | 2 | 1.8% | 0.0% | i
Nc1nonc1C(=O)OCC(=O)c1ccc(Cl)cc1 | -6.1% | 0.4% | 16% | -0.5% | -11% | 9 | 15 | 1.8% | 2.9%[50 µM] | i
CC(NS(=O)(=O)c1ccc(Cl)c(Cl)c1)C(=O)OCC(=O)Nc1ccc2c(c1)OCO2 (stereo unspecified) | -20% | -1.1% | 11% | -0.1% | -7% | -24 | 7 | -0.7% | 0.5% | i
CC1CCCCC12NC(=O)N(CC(=O)Nc1sc3c(c1C(N)=O)CCC3)C2=O (stereo unspecified) | -4.9% | 1.7% | 20% | . | -8% | 12 | 3 | 1.1% | -0.3% | .
O=C(CC1N=C2c3ccccc3N=C(SCc3ccc(F)cc3)N2C1=O)NCc1ccco1 (stereo unspecified) | -9.9% | 0.0% | 3% | 0.2% | 6% | 52 | -7 | -2.7% | -0.5% | i
O=c1cc(Nc2ccc3c(c2)OCO3)[nH]c(=O)n1-c1ccc(Br)cc1 | -5.0% | -1.1% | 4% | 0.3% | -6% | 1 | -2 | -1.4% | 1.3% | i
CN(C)/C=C/C(=O)c1nnn(C2CCCCC2)c1NC1CCCCC1 | -12% | ? | 4% | -0.9% | -3% | 23 | 24 | 0.5% | 3.0% | i
CCCCn1c(N)c(N(CC(C)C)C(=O)c2cccc(S(=O)(=O)N3CCN(C)CC3)c2)c(=O)[nH]c1=O | . | -0.5% | 8% | . | 9% | . | . | . | 2.2%[50 µM] | .
Cn1c(NC(=O)c2ccccc2C(F)(F)F)cc(=O)n(C)c1=O | -5.4% | 1.6% | 0% | 0.6% | 3% | 2 | 3 | -0.5% | -0.9% | i
O=C(CN1CCCCC1)NC(=O)NC1CCCC1 | -0.6% | 0.0% | 5% | -0.4% | 4% | -6 | -13 | -1.6% | -0.9% | i
O=C(NCc1ccc2c(c1)OCO2)C1CCCN1S(=O)(=O)c1ccc(Cl)cc1 (stereo unspecified) | -0.4% | -0.3% | 4% | -1.6% | -4% | -18 | -31 | 0.3% | 1.2% | i
CCN(CC)c1ccc(C=NCCc2ccc(S(N)(=O)=O)cc2)cc1 | -5.6% | -1.3% | 6% | -0.3% | -20% | 0 | -9 | 2.9% | -0.6% | i
O=C(NCC1CCCO1)c1cc(-c2ccccc2)nc2ccc(Br)cc12 (stereo unspecified) | . | 5.3% | 19% | 0.6% | 3% | . | . | . | 2.6%[50 µM] | .
O=C(COC(=O)C1CCN(C(=O)c2ccc(Cl)cc2)CC1)c1ccco1 | -0.6% | -0.3% | 2% | 1.0% | -2% | 13 | 15 | 1.0% | 0.0% | i
CCCC(=O)C1=C(O)C(C(=O)OC)C(C)(C)CC1=Nc1cccc([N+](=O)[O-])c1 (stereo unspecified) | . | 2.6% | 23% | -1.4% | . | . | . | . | -1.1% | .
COCC(=O)Nc1cc(Cl)ccc1C | -3.1% | -1.0% | 1% | -0.4% | -2% | 18 | 4 | -0.7% | -0.6% | i
Cc1ccc2nc(/C(C#N)=N/O)[nH]c2c1 | -0.8% | 2.5% | 4% | ? | 4% | -2 | 13 | . | 0.2% | i
CC(=O)c1ccc(N2CCN(C(=O)c3ccco3)CC2)c(F)c1 | -2.9% | 0.8% | 1% | -0.3% | -3% | -14 | -12 | -2.5% | 0.4% | i
COc1ccc(/C=C/c2c(-c3cccc(C)c3)oc3ccc(N4CCOCC4)cc23)cc1 | . | -2.1% | 13% | 0.8% | 2% | . | . | . | 0.7% | i
CCOC(=O)c1ccc(NS(=O)(=O)c2cc(-c3nnnn3CC)ccc2OC)cc1 | -7.6% | 2.3% | 3% | -0.1% | 1% | -2 | 1 | 0.6% | 0.2% | i
CCc1ccc(/C=C/C(=O)c2ccc(S(=O)(=O)N(C)C)cc2)cc1 | -14% | 14% | -9% | -0.5% | -9% | 3 | -5 | -1.1% | 2.6%[50 µM] | i
O=C(NCC1CCCO1)c1nc(Cn2ccc([N+](=O)[O-])n2)no1 (stereo unspecified) | . | -0.5% | 2% | -0.7% | -8% | . | . | . | 0.2% | .
CCCNS(=O)(=O)c1ccc(CCC(=O)NCc2ccco2)cc1 | -2.3% | 0.5% | -1% | 0.0% | -1% | -15 | -23 | -2.2% | 0.7% | i
C=CCNC(=S)NN(c1ccccc1)c1ccccc1 | -2.9% | -1.0% | 9% | 0.0% | -5% | 15 | 22 | 0.2% | -0.1% | i
CC(=O)Nc1c(OC(C)=O)ccc2c(C)cc(=O)oc12 | -2.3% | 0.9% | 14% | 0.2% | 6% | 10 | 3 | -0.9% | 0.6% | i
CCc1ccccc1NC(=O)CCN1C(=O)C2CC=CCC2C1=O (stereo unspecified) | . | 0.9% | 21% | -0.1% | -10% | . | . | . | 0.3%[50 µM] | .
CCN=C1S/C(=C\c2ccc(N3CCOCC3)cc2C)C(=O)N1CC | -4.5% | 4.4% | 12% | -1.8% | -12% | -23 | 5 | -1.3% | 2.6% | i
O=C(N(c1ccccn1)c1ccccn1)C12CC3CC(CC(C3)C1)C2 | -6.0% | 0.4% | 5% | 0.1% | -6% | 5 | 2 | 1.0% | 0.3% | i
Cc1cc(F)ccc1NCc1ccccc1[N+](=O)[O-] | -6.4% | 1.6% | 9% | 0.6% | . | -4 | -14 | -2.3% | . | i
O=c1c(-c2ccccc2)[n+]([O-])c2ccccc2n1O | -4.0% | 0.7% | 7% | 0.5% | 5% | 1 | -6 | -0.1% | 0.3% | i
O=C(c1cc(Cl)nc2ccccc12)N(Cc1nnc(-c2ccc(Cl)cc2)o1)C1CC1 | . | ? | 11% | . | 5% | . | . | . | -0.6%[50 µM] | .
CCCc1cc(=O)oc2c(C)c(OC(C)C(=O)NCC(O)c3ccccc3)ccc12 (stereo unspecified) | . | 2.2% | 12% | -1.0% | 4% | . | . | . | 0.2% | .
Cc1nc(-c2cccc(Br)c2)ccc1C(=O)O | -7.4% | -0.2% | 13% | 0.3% | 4% | -11 | 16 | -0.5% | 0.2% | i
CCOC(=O)c1sc(NC(=O)c2ccc(S(=O)(=O)N(C)C)cc2)nc1C | -5.2% | 0.3% | 8% | 0.3% | 5% | 1 | 1 | -2.5% | 0.3% | i
CC(C)Cn1c(=O)[nH]c(=O)c2c(C(F)(F)F)cc(-c3ccccc3)nc21 | . | 5.3% | 11% | 0.5% | -5% | . | . | . | 0.2% | i
CCOC(=O)c1c(NC(=O)C2c3ccccc3Oc3ccccc32)sc(C(=O)N(CC)CC)c1C | -16% | ? | 2% | 0.5% | -4% | -7 | -10 | -0.5% | 0.4% | i
CCCCn1c(CCC(=O)O)nc2c1c(=O)[nH]c(=O)n2CCC | -3.7% | 0.5% | 24% | 0.3% | -1% | 14 | 22 | 9.0% | 1.6% | i
Cc1cccc(-c2noc(CCCC(=O)NCC3CCCO3)n2)c1 (stereo unspecified) | . | 1.1% | 9% | -0.5% | -4% | . | . | . | -1.7% | .

Rows are unselected; 2.2% or so of the library scored in one or more.
